Screening results from PubChem.
Menin MLL FP TR: menin-MLL binding inhibition, Texas Red mutant peptide; O00255; Menin + Texas Red MLL mutant peptide, fluorescence polarization; Potency, µM (doses to about 61.6 µM), inactives show top-dose FP activity change, negative = inhibition, most hits filed as inhibitors; actives 0.23% (n = 270,000); AID 1768; active = well fitted inhibition curve with a large enough effect in the polarisation, with a control signal flat, not every such curve was filed as active; inconclusive = small, poorly fitted or top-dose-only effect, or effect the other way, or a change in a side signal; inactive = no such curve, though single readings can be large or run the other way; the % refers to the polarisation; also: potency is read from the fitted curve at half-maximal effect; % of control where 0% means no effect; many of its hits are not listed in these tables
TSHR antag: human thyrotropin receptor antagonism; P16473; TSHR-expressing cells, TSH-stimulated cAMP HTRF, 2 h; stronger effect = lower value; activity change, negative = inhibition, % at 11.5 µM; actives 0.2% (n = 330,000); AID 504810;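 active = activity change below a set negative limit, meaning inhibition stronger than a set level, cut at about -70% in these data; inconclusive = activity change between two set negative limits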; also: % is scaled to controls: 0 for no effect and ±100 for the full control effect
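Competitive HTRF cAMP read-out (cryptate anti-cAMP antibody, cAMP-d2; 30 min, room temperature) in freshly harvested TSHR cells. Compounds added before TSH at EC80 (4nM final), followed by 2 hours' incubation at 37 deg C.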
USP2a block: blocks human ubiquitin-specific protease USP2a. actives 0.01% (n = 330,000). USP2 core, Ub-CHOP2 coupled fluorogenic reporter, 485/531. O75604. Potency, µM (highest dose often 38.3 µM), without a hit: at the top dose activity change, negative = inhibition, actives largely listed as inhibitors;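 also: potency is read from the fitted curve at half-maximal effect; plate controls were DMSO wells for no effect and full inhibition by NEM control for full effect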
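USP2 core (10nM final) preincubated 30min RT with compound in 20mM Tris-HCl pH 8.0, 2mM CaCl2, 2mM beta-mercaptoethanol, 0.05% CHAPS; 25nM Ub-CHOP2 plus 25nM reporter substrate added, fluorescence (Ex485/Em531) read after 60min.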
S-ASM inh: blocks human secretory acid sphingomyelinase; P17405; placental ASM, HMU-PC fluorogenic substrate, 60 min; Potency, µM (titrated, usually from 57.5 µM), without a hit: top-dose activity change, negative = inhibition, hits mostly inhibitors; actives 0.006% (n = 340,000); AID 504937; also: potency is read from the fitted curve at half-maximal effect
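Steps: dispense placental human ASM, pin compound, wait 10 min at room temperature, add HMU-PC0 substrate at 9 uM final, incubate 60 min at 37 °C, add stop solution raising pH to 10, read fluorescence.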
Mito fusion act: blocks mitochondrial division or promotes mitochondrial fusion | S. cerevisiae fusion-defective mutant growth rescue, CellTiterGlo 48 h | Potency, µM (titrated, usually from 46.1 µM), for the others: top-dose growth rescue (activation), most hits filed as activators | actives 0.23% (n = 320,000);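 also: potency is read from the fitted curve at half-maximal effect; % of control where 0% means no effect; nearly all actives have a fitted effect of over 45% in size; temperature-sensitive fusion mutants such as fzo1-1 at 37 °C on non-fermentable ethanol glycerol medium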
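Read-out: ATP-based luminescence (CellTiterGlo, 10 min ambient) reporting growth of fusion-defective ts yeast after 48 hours at 37C on glycerol/ethanol YPEG medium in the presence of compound.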
MBNL1-CUG inh: inhibitors of human MBNL1 binding to CUG repeat RNA; Q9NR56; TR-FRET MBNL1-His/biotin-(CUG)12 binding, 665/545 ratio; Potency, µM (titrated, usually from 57.5 µM), for the others: at the top dose activity change, negative = inhibition, usual class: inhibitors; actives 0.036% (n = 280,000); active = well fitted inhibition curve with a large enough effect in the signal ratio, with a control signal flat, not every such curve was filed as active; inconclusive = small, poorly fitted or top-dose-only effect, or effect the other way, or a change in a side signal; inactive = no such curve, though single readings can be large or run the other way; the % refers to the signal ratio; also: potency is read from the fitted curve at half-maximal effect; % is scaled to controls: 0 for no effect and ±100 for the full control effect
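His-tagged MBNL1 binding to biotinylated (CUG)12 RNA was measured by TR-FRET using terbium anti-His antibody (0.055 ng/ul final) and streptavidin-XL665 (5 nM final). Compounds were titrated 92 nM to 58 uM; 60 min at room temperature.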
Eya2 phos inh: Eya2 (human) phosphatase inhibition; O00167; recombinant Eya2, OMFP fluorescence dephosphorylation (OMFP is methylfluorescein phosphate); Potency, µM (highest dose often 76.9 µM), inactives show at the top dose activity, negative = inhibition, usual class: inhibitors; actives 0.006% (n = 330,000); also: potency is read from the fitted curve at half-maximal effect; % is scaled to controls: 0 for no effect and ±100 for the full control effect
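Eya2 (0.2 uM) preincubated 10 min at ambient with compound, then OMFP substrate added at 50 uM; 10 min reaction in 50 mM HEPES pH 7.5, 50 mM NaCl, 5 uM MgCl2, 0.05% BSA, 1 mM DTT. Fluorescence read at Ex 485/Em 525 nm.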
Chronic BCR inh: inhibitors of chronic active B-cell receptor signaling; ABC-DLBCL IkBa-CBG/CBR reporter, luminescence ratio, 4 h; Potency, µM (highest dose often 46.1 µM), for inactives: at the highest dose ratio change, negative = lower green/red ratio, hits mostly inhibitors; actives 0.05% (n = 340,000); AID 493014; active = well fitted inhibition curve with a large enough effect in the signal ratio, with a control signal flat, not every such curve was filed as active; inconclusive = small, poorly fitted or top-dose-only effect, or effect the other way, or a change in a side signal; the % refers to the signal ratio;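 also: potency is read from the fitted curve at half-maximal effect; plate controls were basal doxycycline-induced cells for no effect and cells given 10 µM MG132 for full effect; MG132 reads +100%, hits lower the ratio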
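Doxycycline induced both beetle luciferases in TMD8 lymphoma cells; IKK-driven degradation limits the IkappaBalpha-fused green signal, while red luminescence normalises for cell number and nonspecific effects. Compounds tested up to 46 uM, 4 hrs.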
GALK inhibitor: galactokinase (human) inhibition | P51570 | Purified GALK, Kinase-Glo residual ATP luminescence | Potency, µM (highest dose often 57.5 µM), inactives show at the highest dose activity change, negative = inhibition, hits mostly inhibitors | actives 0.007% (n = 270,000); also: potency is read from the fitted curve at half-maximal effect; % is scaled to controls: 0 for no effect and ±100 for the full control effect
Target sequence (P51570 whole entry, looked up): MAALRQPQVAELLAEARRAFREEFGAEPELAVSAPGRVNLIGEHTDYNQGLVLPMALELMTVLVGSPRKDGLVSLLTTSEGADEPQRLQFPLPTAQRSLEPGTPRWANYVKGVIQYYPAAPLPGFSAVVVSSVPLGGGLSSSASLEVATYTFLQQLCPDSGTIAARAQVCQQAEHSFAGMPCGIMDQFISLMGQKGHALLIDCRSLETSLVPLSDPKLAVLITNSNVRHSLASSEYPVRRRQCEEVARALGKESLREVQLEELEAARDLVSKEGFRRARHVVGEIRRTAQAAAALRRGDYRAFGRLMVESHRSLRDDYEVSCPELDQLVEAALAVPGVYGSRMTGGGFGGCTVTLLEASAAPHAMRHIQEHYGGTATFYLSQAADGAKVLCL
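The enzyme phosphorylates galactose (100 uM) using ATP (35 uM); inhibition is detected as higher residual ATP, quantified by bioluminescence after 1 h reaction at room temperature, pH 8.0.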
PKM2 act: increases activity of human pyruvate kinase M2 | Potency, µM (highest dose often 57.5 µM), for inactives: at the top dose activation, hits mostly activators | actives 0.34% (n = 260,000) | purified PKM2, Kinase-Glo ATP luminescence, activation; response scale: 0% is enzyme alone, no compound; also: potency is read from the fitted curve at half-maximal effect; % is scaled to controls: 0 for no effect and ±100 for the full control effect; nearly all actives have a fitted effect of over 55% in size
Target sequence (P14618 whole entry, looked up): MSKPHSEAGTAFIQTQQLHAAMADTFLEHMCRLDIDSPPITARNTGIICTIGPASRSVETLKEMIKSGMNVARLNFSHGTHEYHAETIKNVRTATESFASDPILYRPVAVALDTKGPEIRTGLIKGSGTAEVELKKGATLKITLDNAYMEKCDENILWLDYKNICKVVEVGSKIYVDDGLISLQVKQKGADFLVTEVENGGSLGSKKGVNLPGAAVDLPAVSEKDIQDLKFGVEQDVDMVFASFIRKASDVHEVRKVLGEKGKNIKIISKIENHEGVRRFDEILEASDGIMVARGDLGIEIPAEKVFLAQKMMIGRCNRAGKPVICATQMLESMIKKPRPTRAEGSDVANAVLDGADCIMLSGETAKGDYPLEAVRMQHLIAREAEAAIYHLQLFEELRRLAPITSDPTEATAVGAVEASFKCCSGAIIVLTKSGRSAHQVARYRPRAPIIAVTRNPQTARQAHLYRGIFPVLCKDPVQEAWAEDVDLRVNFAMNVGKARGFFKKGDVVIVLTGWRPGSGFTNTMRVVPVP
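Purified hPK-M2 (>95%) run at intermediate activity with 0.1 mM ADP and 0.5 mM PEP in 50 mM imidazole pH 7.2, KCl, MgCl2; 1 h room temperature. ATP formed read by Kinase-Glo luminescence; normalized to uninhibited and no-enzyme controls.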
hERG WT inh: blocks the wildtype human KCNH2 potassium channel; Q12809; U2OS, BacMam KCNH2, thallium flux FluxOr; stronger effect = lower value; activity change, % at 1.84 µM; actives 0.37% (n = 340,000); AID 720551;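 active = maximum activity change below -70%; inconclusive = maximum activity change between -70% and -50%; inactive = maximum activity change above -50%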; also: % is scaled to controls: 0 for no effect and ±100 for the full control effect
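U2OS cells transduced with wild-type KCNH2 virus are loaded with FluxOr dye for 45 min, and thallium flux is measured in kinetic reads before and after stimulation buffer. Rate constants are normalized to DMSO controls.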
Active calls of the source: *; i = inactive; ? = inconclusive; . = no result given; [ ] = remark or other dose. Unless noted, calls follow the shape of the dose curve; as a rule, active = well fitted curve in the direction sought with a large enough effect; inconclusive = small, poorly fitted or top-dose-only effect, or another doubt; inactive = no such curve, though single readings can be large; an effect the other way counts as inactive or inconclusive. This is a subset. The share of hits here may be higher or lower than overall.

The line under a structure holds: Eya2 phos inh | MBNL1-CUG inh | PKM2 act | USP2a block | TSHR antag | Chronic BCR inh | hERG WT inh | Mito fusion act | GALK inhibitor | Menin MLL FP TR | S-ASM inh
1	COc1ccc(-c2csc(NC(=O)COC(=O)C3=COCCO3)n2)cc1
 : -1% | -5% | . | 1% | -18 | -1% | 20 | -7% | 0% | -17% | 2%
2	CCn1c(Cc2ccccc2)nnc1SCC(=O)Nc1nc(C)c(C)s1
 : 7% | -11% | -15% | 2% | 25 | 1% | 21 | 0% | -2% | -12% | -1%
3	CCc1ccccc1NC(=O)N[C@H](C(=O)O)C(C)C
 : -23% | 3% | 7% | 1% | 5 | 11% | -10 | 0% | 3% | -7% | 5%
4	CCOC(=O)C1=C(c2ccccc2)N=c2s/c(=C\c3cccc(O)c3)c(=O)n2C1c1cccs1 (stereo not drawn)
 : -11% | -3% | 1% | 0% | -31 | ? | -3 | -9% | 0% | 46%[activator] | -22%
5	COc1ccc(-c2noc(-c3ccccc3C(=O)Nc3cccnc3)n2)cc1
 : -3% | -2% | -3% | 1% | 16 | -7% | 5 | 6% | 0% | 18% | -12%
6	O=C(c1cnsn1)N1CCC(CO)(Cc2ccc(Cl)cc2)CC1
 : -10% | -10% | -1% | -4% | -7 | 7% | -1 | 3% | -2% | 0% | -3%
7	CC(=O)Nc1ccc(S(=O)(=O)Nc2nc(CN3CCOCC3)nc3sc4c(c23)CCCC4)cc1
 : 16% | 3% | -2% | -1% | -5 | ? | 2 | -4% | -12% | -6% | 1%
8	COc1ccc(S(=O)(=O)N(C)C)cc1NCC(=O)Nc1ccc(F)cc1F
 : 5% | . | 3% | -7% | 1 | -6% | 3 | 4% | 4% | -17% | 0%
9	CN(CC(=O)Nc1ccccc1C(F)(F)F)C(=O)c1ccc(-c2ccc(Cl)cc2)o1
 : -24% | . | . | 0% | -13 | -2% | -2 | 24% | . | . | -4%
10	Cc1ccc(Cl)cc1-n1ncc2c(NNC(=O)c3ccco3)ncnc21
 : -6% | 4% | 1% | 1% | 3 | 11% | -8 | 1% | -1% | -3% | 3%
11	Cc1cccc(OC(C)C(=O)N2CCCN(C)CC2)c1C (stereo not drawn)
 : -5% | -1% | 0% | 2% | -9 | -4% | -14 | -2% | 0% | . | 0%
12	CCN1C(=O)/C(=C/c2cn(C)nc2C)SC1=S
 : -1% | ? | -3% | 1% | -1 | 18% | 4 | 7% | 0% | 1% | -10%
13	O=C(NC1CCS(=O)(=O)C1)/C(=C\c1ccccc1)NC(=O)c1ccccc1 (stereo not drawn)
 : -13% | 1% | 2% | 0% | 5 | -18% | 0 | -5% | 3% | -7% | 4%
14	Cc1ccc(S(=O)(=O)NC(C)(C)CSc2nnc(Nc3ccccc3)s2)cc1
 : -8% | -6% | -2% | -9% | -13 | -7% | 1 | 27% | 2% | ? | -14%
15	O=c1c(C(c2ccccc2)c2c(O)nc3n(c2=O)CCCS3)c(O)nc2n1CCCS2
 : 27% | 2% | -3% | 0% | 37 | 16% | 10 | 4% | 2% | -17% | -2%
16	Cc1ccccc1S(=O)(=O)Cc1ccc(C(=O)NCCN(CC(C)C)CC(C)C)o1
 : -13% | -9% | . | 3% | -27 | ? | 22 | -8% | -9% | ? | 2%
17	O=Cc1c[nH]c2ccc(C(=O)c3ccccc3)cc12
 : -8% | -16% | -3% | 0% | ? | ? | -1 | -2% | -10% | 1% | 0%
18	CCn1nc(C)cc1C(=O)N1CCc2c([nH]c3ccccc23)C1c1cc(F)ccc1F (stereo not drawn)
 : 6% | -4% | -1% | -5% | 2 | -2% | 1 | -7% | 2% | -9% | -25%
19	CC1CCCN(CCCOc2ccc(Cl)cc2Br)C1 (stereo not drawn)
 : -1% | -18% | -2% | -1% | 15 | ? | -27 | 19% | 0% | -3% | 7%
20	COC(=O)c1ccc(COC(=O)c2cccn2C)o1
 : -4% | -16% | -18% | 1% | 0 | -26% | 3 | 6% | -3% | 3% | 0%
21	COCCCNC(=O)C1CCC(CNS(=O)(=O)c2ccc3c(c2)N(C(C)=O)CCO3)CC1 (stereo not drawn)
 : 3% | -9% | . | 0% | 11 | -12% | 10 | -2% | 0% | . | -1%
22	CCOC(=O)NCCOC(=O)Nc1ccc(Cl)cc1
 : 4% | . | -5% | -3% | 6 | 2% | . | -3% | 10% | 3% | 5%
23	Cn1c(=O)oc2cc(S(=O)(=O)N3CCCC3)ccc21
 : 4% | -7% | ? | -1% | 9 | 10% | 2 | 3% | 2% | -6% | -3%
24	O=C(O)Cn1ncn(-c2ccc(OC(F)(F)F)cc2)c1=O
 : 0% | -2% | 1% | 3% | -6 | 5% | 1 | 1% | 0% | 3% | 1%
25	O=C(CSc1nnc(-c2cccs2)n1Cc1ccccc1)NCc1ccc2c(c1)OCO2
 : -15% | -4% | 5% | -2% | -13 | 5% | 10 | 1% | -2% | ? | 1%
26	CC1CCN(S(=O)(=O)c2ccc(NC(=O)C3CC3)cc2)CC1
 : ? | -2% | . | 1% | -2 | 0% | -4 | 10% | 5% | 20% | 2%
27	COc1ccc(C(C)=O)cc1COc1nc(C)nc2ccccc12
 : 5% | 0% | 0% | -2% | -5 | -6% | -12 | 2% | 0% | 1% | -2%
28	CCOC(=O)c1c(NC(=O)CCS(=O)(=O)c2ccccc2)sc2c1CCN(C)C2
 : 4% | 76%[activator] | -1% | -4% | 10 | ? | 19 | -4% | -2% | . | 103%[activator]
29	CCCc1ccc(C(C)NC(=O)c2cnccn2)cc1 (stereo not drawn)
 : -2% | 5% | -6% | 5% | -1 | 0% | 5 | 5% | 3% | 0% | -1%
30	CCOC(=O)NC(=O)C(=CNc1ccccc1C)C(=O)NC(=O)OCC
 : -4% | -14% | -7% | 1% | -6 | -2% | i | 0% | . | -1% | -2%

The closing 4 compounds of the section above open the next one:
The line under a structure holds: Eya2 phos inh | MBNL1-CUG inh | PKM2 act | USP2a block | TSHR antag | Chronic BCR inh | hERG WT inh | Mito fusion act | GALK inhibitor | Menin MLL FP TR | S-ASM inh
27	COc1ccc(C(C)=O)cc1COc1nc(C)nc2ccccc12
 : 5% | 0% | 0% | -2% | -5 | -6% | -12 | 2% | 0% | 1% | -2%
28	CCOC(=O)c1c(NC(=O)CCS(=O)(=O)c2ccccc2)sc2c1CCN(C)C2
 : 4% | 76%[activator] | -1% | -4% | 10 | ? | 19 | -4% | -2% | . | 103%[activator]
29	CCCc1ccc(C(C)NC(=O)c2cnccn2)cc1 (stereo not drawn)
 : -2% | 5% | -6% | 5% | -1 | 0% | 5 | 5% | 3% | 0% | -1%
30	CCOC(=O)NC(=O)C(=CNc1ccccc1C)C(=O)NC(=O)OCC
 : -4% | -14% | -7% | 1% | -6 | -2% | i | 0% | . | -1% | -2%
31	Cc1ccc(S(=O)(=O)N2CCN(C(=O)/C=C/c3ccccc3)CC2)cc1C
 : -8% | . | . | -1% | -2 | -3% | 6 | 8% | . | . | .
32	COc1cc(/C=C/C(=O)OCC(=O)NC(=O)NC(C)(C)C)ccc1O
 : -13% | ? | 2% | 3% | -5 | ? | 1 | 2% | -1% | . | 14%
33	Brc1ccc(-c2nnc(-c3ccccc3)c(N3CCSCC3)n2)cc1
 : -12% | 0% | -1% | -4% | -10 | ? | 9 | 8% | -1% | -27% | -4%
34	O=S(=O)(Nc1nc(CN2CCOCC2)nc2sc3c(c12)CCCC3)c1cc(F)ccc1F
 : -4% | 3% | 1% | 1% | -5 | 4% | -5 | -3% | -24% | -1% | -2%
